Pf growth 96h – P. falciparum growth inhibition at 96 hour, primary screen for plastid delayed-death inhibitors | hit rate 6.9% among 320,000 | AID 504834 | P. falciparum luciferase reporter growth, 96 h | Potency, µM (doses to about 28.7 µM), for the others: at the highest dose activity change, negative = inhibition, hits mostly inhibitors
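Plates of compound plus infected erythrocytes (2% hematocrit, 0.05% parasitemia final) incubate 96 hours, 37 C, 5% CO2. Detection reagent added; reduced luminescence from the parasites' luciferase reporter flags inhibition.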
Pf growth 48h – P. falciparum growth inhibition at 48 hours (one generation); AID 504832; hit rate 5.9% among 310,000; Potency, µM (highest dose often 28.7 µM), for the others: top-dose activity change, negative = inhibition, usual class: inhibitors; P. falciparum luciferase growth in erythrocytes, 48 h
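First compound was added to culture medium, then infected red cells at 0.1% parasitemia and 2% hematocrit (final). After incubation at 37 C under 5% CO2, luciferase detection reagent was dispensed and light output recorded.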
HCV inhibitor – blocks hepatitis C virus; Potency, µM (doses to about 41.8 µM), for inactives: at the top dose activity change, negative = inhibition, most hits filed as inhibitors; Huh7.5.1 HCVcc-Cre infection, luciferase reporter, 44 h; hit rate 3.4% among 340,000
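A cell-based infection assay in which seeded cells (1,000 per well) receive test compound after 4 h, are inoculated with HCVcc-Cre at approximately 0.5 moi, and are incubated 44 h before luminescence detection.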
LmPK inhibitor – blocks Leishmania mexicana pyruvate kinase activity. Q27686. purified LmPK, Kinase-Glo ATP luminescence, 1 h. Potency, µM (top dose mostly 57.5 µM), without a hit: at the top dose activity change, negative = inhibition, usual class: inhibitors. hit rate 0.37% among 290,000. AID 1721
Target sequence (Q27686 whole entry, looked up): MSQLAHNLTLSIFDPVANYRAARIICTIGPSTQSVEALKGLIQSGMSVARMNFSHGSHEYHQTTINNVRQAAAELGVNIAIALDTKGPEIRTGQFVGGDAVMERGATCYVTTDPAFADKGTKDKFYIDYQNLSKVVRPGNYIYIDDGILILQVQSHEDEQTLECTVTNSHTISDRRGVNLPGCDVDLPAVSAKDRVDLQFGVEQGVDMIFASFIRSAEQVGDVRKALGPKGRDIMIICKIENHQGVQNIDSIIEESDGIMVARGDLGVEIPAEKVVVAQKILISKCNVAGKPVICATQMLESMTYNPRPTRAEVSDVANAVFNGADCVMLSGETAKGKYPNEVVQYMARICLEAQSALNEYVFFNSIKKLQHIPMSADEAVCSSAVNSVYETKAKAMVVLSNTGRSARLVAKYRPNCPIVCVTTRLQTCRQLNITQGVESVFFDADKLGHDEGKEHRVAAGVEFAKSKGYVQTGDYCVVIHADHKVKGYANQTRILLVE
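Purified LmPK (0.1 nM) with 0.5 mM PEP and 0.1 mM ADP in imidazole buffer pH 7.2 with MgCl2/KCl, 1 h at room temperature. ATP formed was read by luciferase luminescence and normalized to no-enzyme and uninhibited controls.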
TbPYK inhibitor – inhibitors of Trypanosoma brucei pyruvate kinase; hit rate 0.12% among 410,000; TbPYK enzyme, Kinase-Glo Plus ATP luminescence, 45 min; Q57TT1; AID 624173; Potency, µM (titrated, usually from 76.8 µM), for inactives: at the top dose activity, negative = inhibition, hits mostly inhibitors; also: nearly all actives have a fitted effect of over 50% in size
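Luminescent Kinase-Glo Plus end-point after 45 min room-temperature reaction of T. brucei pyruvate kinase started with 130 uM ADP (final). Buffer TEA 50 mM pH 7.2 with KCl, MgCl2, BSA, Tween-20; titration-based qHTS with fitted concentration-effect curves.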
Sm TGR block – blocks Schistosoma mansoni thioredoxin glutathione reductase. Q962Y6. purified TGR, DTNB reduction, TNB absorbance 405 nm. Potency, µM (top dose mostly 114 µM), for inactives: top-dose activity change, negative = inhibition, usual class: inhibitors. hit rate 3% among 360,000; also: nearly all actives have a fitted effect of over 60% in size
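Kinetic colorimetric format: TGR-catalysed, NADPH-driven DTNB reduction monitored via TNB absorbance. Enzyme dispensed at 20 nM; compound exposure 15 min at room temperature before reaction start.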
The depositor's hits bear a star; [ ] = remark or other dose. Calls follow the shape of the dose curve; as a rule, active = well fitted curve in the direction sought with a large enough effect; inconclusive = small, poorly fitted or top-dose-only effect, or another doubt; inactive = no such curve, though single readings can be large; an effect the other way counts as inactive or inconclusive. % is scaled to controls: 0 for no effect and ±100 for the full control effect; potency is read from the fitted curve at half-maximal effect.

What do the screens show for `COC(=O)C(Cc1ccc(O)cc1)NC(=O)CCC(=O)Nc1ccc(S(N)(=O)=O)cc1` (centres undefined)?
Pf growth 96h: 11%; Pf growth 48h: 0%; HCV inhibitor: 13%; LmPK inhibitor: 0%; TbPYK inhibitor: -9%; Sm TGR block: 0%

Results for CC(=O)Nc1ccc(SCC(=O)Nc2ccc(Cl)cn2)cc1 ?
Pf growth 96h: 34%[activator]; Pf growth 48h: 17%; HCV inhibitor: -18%; LmPK inhibitor: -4%; TbPYK inhibitor: -6%; Sm TGR block: -4%

What do the screens show for `O=C(Nc1cccc(Cl)c1)c1c(O)c2c(n(Cc3ccco3)c1=O)CCCC2`?
Pf growth 96h: 33%[activator]; Pf growth 48h: 57%[activator]; HCV inhibitor: inconclusive; LmPK inhibitor: 12%; TbPYK inhibitor: 1%; Sm TGR block: 5%

Results for COc1ccc(/C(C)=N/NC(=O)c2nnn(-c3nonc3N)c2-c2ccccc2)cc1 ?
Pf growth 96h: 62%[activator]; Pf growth 48h: 6%; HCV inhibitor: -12%; LmPK inhibitor: -1%; TbPYK inhibitor: -1%; Sm TGR block: -14%

Results for COCc1c(C(=O)Nc2ccc(Cl)cc2F)oc2ccccc12 ?
Pf growth 96h: 68%[activator]; Pf growth 48h: 76%[activator]; HCV inhibitor: -2%; LmPK inhibitor: 1%[11.5 µM]; TbPYK inhibitor: 1%; Sm TGR block: 3%

Results for Cc1ccnc(N/C=C(/NC(=O)c2ccccc2)C(=O)N/N=C\c2ccc(F)cc2)n1 ?
Pf growth 96h: 4%; Pf growth 48h: 0%; HCV inhibitor: 1%; LmPK inhibitor: -1%; TbPYK inhibitor: 0%; Sm TGR block: -11%

Results for O=C1CCCc2c1cc(C(=O)Nc1ccc(Cl)cn1)c(=O)n2-c1ccccc1 ?
Pf growth 96h: 389%[activator]; Pf growth 48h: -24%; HCV inhibitor: -14%; LmPK inhibitor: -1%; TbPYK inhibitor: -2%; Sm TGR block: -6%

Results for CCN(CC(=O)Nc1c(F)cccc1F)C(=O)c1n[nH]c2ccccc12 ?
Pf growth 96h: inconclusive; Pf growth 48h: 1%; HCV inhibitor: 20%; LmPK inhibitor: 0%; TbPYK inhibitor: 0%; Sm TGR block: 6%

What do the screens show for `Cc1cccn2c(=O)c3cc(C(=O)NC4CCCC4)c(=N)n(CC4CCCO4)c3nc12` (centres undefined)?
Pf growth 96h: -19%; Pf growth 48h: inconclusive; HCV inhibitor: -1%; LmPK inhibitor: -1%; TbPYK inhibitor: 5%; Sm TGR block: -11%

Results for Cc1cc(=O)c2ccc3ccccc3c2[nH]1 ?
Pf growth 96h: -12%; HCV inhibitor: -4%; LmPK inhibitor: -3%; TbPYK inhibitor: -2%; Sm TGR block: 1%

How did Cc1ccc(SCC(=O)c2c(C)nc3cc(C)ccn23)cc1 do in these assays?
Pf growth 96h: 50%[1.15 µM]; Pf growth 48h: inconclusive; HCV inhibitor: inconclusive; LmPK inhibitor: -1%; TbPYK inhibitor: 1%; Sm TGR block: 1%

What do the screens show for `O=S(=O)(Cc1ncc(C(F)(F)F)cc1Cl)c1ccccc1`?
Pf growth 96h: 33%[activator]; Pf growth 48h: 31%[activator]; HCV inhibitor: -29%; LmPK inhibitor: -6%; TbPYK inhibitor: 0%; Sm TGR block: 13%

How did COC(=O)c1cccc(NC(=O)CN2CCN(c3ccc(OC)cc3)CC2)c1 do in these assays?
Pf growth 96h: -21%; Pf growth 48h: -17%; HCV inhibitor: -24%; LmPK inhibitor: 3%; TbPYK inhibitor: 0%; Sm TGR block: -10%

Results for CCc1ccccc1NC1c2ccccc2C(=O)N1c1cccnc1 (centres undefined) ?
Pf growth 96h: 15%; Pf growth 48h: inconclusive; HCV inhibitor: 11%; LmPK inhibitor: -3%; TbPYK inhibitor: -1%; Sm TGR block: 1%

How did CCc1ccc(OCCNC(=O)c2ccc(S(=O)(=O)N(C)C)cc2)cc1 do in these assays?
Pf growth 48h: 7%; HCV inhibitor: inconclusive; LmPK inhibitor: -7%; TbPYK inhibitor: 7%; Sm TGR block: 24%

Reprinted at random: 4 entries already listed, in no set order.
Results for CCc1ccccc1NC1c2ccccc2C(=O)N1c1cccnc1 (centres undefined) ?
Pf growth 96h: 15%; Pf growth 48h: inconclusive; HCV inhibitor: 11%; LmPK inhibitor: -3%; TbPYK inhibitor: -1%; Sm TGR block: 1%

Results for Cc1cc(=O)c2ccc3ccccc3c2[nH]1 ?
Pf growth 96h: -12%; HCV inhibitor: -4%; LmPK inhibitor: -3%; TbPYK inhibitor: -2%; Sm TGR block: 1%

What do the screens show for `COC(=O)C(Cc1ccc(O)cc1)NC(=O)CCC(=O)Nc1ccc(S(N)(=O)=O)cc1` (centres undefined)?
Pf growth 96h: 11%; Pf growth 48h: 0%; HCV inhibitor: 13%; LmPK inhibitor: 0%; TbPYK inhibitor: -9%; Sm TGR block: 0%

Results for Cc1ccnc(N/C=C(/NC(=O)c2ccccc2)C(=O)N/N=C\c2ccc(F)cc2)n1 ?
Pf growth 96h: 4%; Pf growth 48h: 0%; HCV inhibitor: 1%; LmPK inhibitor: -1%; TbPYK inhibitor: 0%; Sm TGR block: -11%

More entries follow:
Results for CC1(C)OC(c2ccccc2)=C/C(=C/C=C2C(=O)NC(=S)NC2=O)O1 ?
Pf growth 96h: 97%[activator]; Pf growth 48h: 23%; HCV inhibitor: 6%; LmPK inhibitor: inconclusive; TbPYK inhibitor: -24%; Sm TGR block: -24%

Results for CC(C)Oc1cc(NC(=O)CS(=O)CC(=O)N(C)C)c(Cl)cc1Cl (centres undefined) ?
Pf growth 96h: inconclusive; Pf growth 48h: 10%; HCV inhibitor: -5%; LmPK inhibitor: -2%; TbPYK inhibitor: -6%; Sm TGR block: 12%

What do the screens show for `CC(=O)N1CCC(C(=O)NC2CCCc3c2cnn3-c2cc(F)cc(F)c2)CC1` (centres undefined)?
Pf growth 96h: -12%; Pf growth 48h: -18%; HCV inhibitor: -15%; LmPK inhibitor: -7%; TbPYK inhibitor: -6%; Sm TGR block: -29%

How did NC(=O)NCC(=O)N1CCC(C(O)(c2ccccc2)c2ccccc2)CC1 do in these assays?
Pf growth 96h: -6%; Pf growth 48h: -7%; HCV inhibitor: 6%; LmPK inhibitor: -3%; TbPYK inhibitor: -4%; Sm TGR block: 0%

Results for N=C1SC(CC(=O)Nc2ccccc2[N+](=O)[O-])C(=O)N1c1ccccc1 (centres undefined) ?
Pf growth 96h: inconclusive; Pf growth 48h: inconclusive; HCV inhibitor: 5%; LmPK inhibitor: 1%; TbPYK inhibitor: 9%; Sm TGR block: 4%

Results for CCC(CC)COC(=O)C1=C(C)NC(=O)NC1c1ccc([N+](=O)[O-])cc1 (centres undefined) ?
Pf growth 96h: 4.7µM*; Pf growth 48h: inconclusive; HCV inhibitor: inconclusive; LmPK inhibitor: -1%; TbPYK inhibitor: 1%; Sm TGR block: -1%

Results for CCOc1ccc(S(=O)(=O)N2CCC(C(N)=O)CC2)c2ccccc12 ?
Pf growth 96h: -4%; Pf growth 48h: -10%; HCV inhibitor: 9%; LmPK inhibitor: 1%; TbPYK inhibitor: 0%; Sm TGR block: 3%

How did C=CCN1c2ccccc2C(=O)CS1(=O)=O do in these assays?
Pf growth 96h: 4%; Pf growth 48h: 17%; HCV inhibitor: 21%; TbPYK inhibitor: 2%; Sm TGR block: -10%

Results for CC(CC(=O)NCCc1ccc(S(N)(=O)=O)cc1)c1ccccc1 (centres undefined) ?
Pf growth 96h: inconclusive; Pf growth 48h: inconclusive; HCV inhibitor: 12%; LmPK inhibitor: -1%; TbPYK inhibitor: 1%; Sm TGR block: 14%

What do the screens show for `CCOC(=O)C1CCCN(C(=O)CN2C(=O)/C(=C/c3ccc(OC)cc3)Oc3ccccc32)C1` (centres undefined)?
Pf growth 96h: -17%; Pf growth 48h: inconclusive; HCV inhibitor: inconclusive; LmPK inhibitor: 0%; TbPYK inhibitor: 0%; Sm TGR block: -13%

What do the screens show for `COc1ccc(NC(=O)COC(=O)c2cnccn2)cc1Cl`?
Pf growth 96h: -14%; Pf growth 48h: 34%[activator]; HCV inhibitor: 0%; LmPK inhibitor: -1%; TbPYK inhibitor: -14%; Sm TGR block: 0%

How did CCn1c(=O)n(CC)c2cc(S(N)(=O)=O)c(C)cc21 do in these assays?
Pf growth 48h: 11%; HCV inhibitor: 0%; LmPK inhibitor: -6%; TbPYK inhibitor: -3%; Sm TGR block: 2%

How did CC(C)(C)C(=O)/C(C#N)=C/c1ccc(O)cc1 do in these assays?
Pf growth 96h: -15%; Pf growth 48h: 23%; HCV inhibitor: 4%; LmPK inhibitor: -5%; TbPYK inhibitor: -4%; Sm TGR block: 16%

Results for COCc1cc(=O)[nH]c(N2CCN(Cc3ccc4c(c3)OCO4)CC2)n1 ?
Pf growth 96h: 18%; HCV inhibitor: 9%; LmPK inhibitor: -9%; TbPYK inhibitor: 1%; Sm TGR block: -3%

Results for FC(F)(F)c1ccc(C2[C@H]3CN(Cc4cccnc4)[C@H](c4ccccc4)C34CC2(c2ccccc2)C4)cc1 (some centres undefined) ?
Pf growth 96h: 2.3µM*; Pf growth 48h: 2.9µM*; HCV inhibitor: -2%[8.37 µM]; LmPK inhibitor: 4%; TbPYK inhibitor: 0%; Sm TGR block: -20%

Results for CN(C)C(=O)Oc1ccc(C(=O)c2ccccc2)cc1 ?
Pf growth 48h: 102%[activator]; HCV inhibitor: 16%; LmPK inhibitor: -6%; TbPYK inhibitor: 6%; Sm TGR block: -5%

Results for COc1ccc(C2C(C(=O)NCCN(C)C)c3ccccc3C(=O)N2C)cc1OC (centres undefined) ?
Pf growth 96h: inconclusive; Pf growth 48h: 0%; HCV inhibitor: 9%; LmPK inhibitor: 4%; TbPYK inhibitor: 1%; Sm TGR block: 0%

Results for O=C(c1cccc(F)c1F)N1CCCc2ccccc21 ?
Pf growth 96h: 118%[activator]; Pf growth 48h: inconclusive; HCV inhibitor: -6%; LmPK inhibitor: 1%; TbPYK inhibitor: -3%; Sm TGR block: 0%

How did Cc1ccc2c(c1)nnn2C1CCN(C(=O)Nc2ccccc2C)CC1 do in these assays?
Pf growth 96h: 9%; Pf growth 48h: inconclusive; HCV inhibitor: 9%; LmPK inhibitor: 3%; TbPYK inhibitor: -1%; Sm TGR block: -25%

What do the screens show for `CCOC(=O)c1cc2c(n(-c3ccccc3)c1=O)CC(C)(C)CC2=O`?
Pf growth 48h: -15%; HCV inhibitor: 12%; LmPK inhibitor: 1%; TbPYK inhibitor: -4%; Sm TGR block: 2%

Results for CCCCCCCn1ccc(O)c(CC(=O)OC)c1=O ?
Pf growth 96h: -2%; Pf growth 48h: inactive; HCV inhibitor: 10%; LmPK inhibitor: 1%; TbPYK inhibitor: -3%; Sm TGR block: 3%

What do the screens show for `COc1ccc(-c2c(C#N)c(N)nc3c2CCc2ccccc2-3)cc1OC`?
Pf growth 96h: 7.4µM*; Pf growth 48h: 2.3µM*; HCV inhibitor: 11µM*; LmPK inhibitor: 3%; TbPYK inhibitor: 4%; Sm TGR block: -1%

How did CC(C)c1cc(C(=O)NCCc2ccccc2)no1 do in these assays?
Pf growth 96h: 0%; Pf growth 48h: inactive; HCV inhibitor: -1%; LmPK inhibitor: 0%; TbPYK inhibitor: 0%; Sm TGR block: 18%

What do the screens show for `Cc1cc(NC(=O)CSc2ccc(F)cc2)no1`?
Pf growth 96h: -13%; Pf growth 48h: 12%; HCV inhibitor: -8%; LmPK inhibitor: 10%; TbPYK inhibitor: 0%; Sm TGR block: -13%

High-throughput results as filed in PubChem.
